Source: PubChem BioAssay (National Center for Advancing Translational Sciences (NCATS))
Gal4-VP16 FLuc – inhibits Gal4-VP16 luciferase reporter, ROR gamma counter-screen | 3.5% of 310,000 active | Potency, µM (highest dose often 53.6 µM), inactives show at the top dose activity, negative = inhibition, actives largely listed as inhibitors | Drosophila S2 Gal4-VP16 UAS-luciferase, luminescence, 20 h | AID 2546;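 further: Gal4-VP16 expression switched on by copper sulfate through the metallothionein promoter; on the % scale 0 is the no-effect control and ±100 the full control effect; nearly all actives have a fitted effect of over 50% in size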
FLuc counter – inhibits or activates purified firefly luciferase, miR-21 counter-screen; purified FLuc, Km substrates, luminescence inhibition; P08659; 6.9% of 360,000 active; Potency, µM (titrated, usually from 57.5 µM), for inactives: at the highest dose activity change, negative = inhibition, hits mostly inhibitors; AID 588342;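 further: plate controls were vehicle for no effect and reference inhibitor for full effect; nearly all actives have a fitted effect of over 55% in size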
Target sequence (P08659 whole entry, looked up): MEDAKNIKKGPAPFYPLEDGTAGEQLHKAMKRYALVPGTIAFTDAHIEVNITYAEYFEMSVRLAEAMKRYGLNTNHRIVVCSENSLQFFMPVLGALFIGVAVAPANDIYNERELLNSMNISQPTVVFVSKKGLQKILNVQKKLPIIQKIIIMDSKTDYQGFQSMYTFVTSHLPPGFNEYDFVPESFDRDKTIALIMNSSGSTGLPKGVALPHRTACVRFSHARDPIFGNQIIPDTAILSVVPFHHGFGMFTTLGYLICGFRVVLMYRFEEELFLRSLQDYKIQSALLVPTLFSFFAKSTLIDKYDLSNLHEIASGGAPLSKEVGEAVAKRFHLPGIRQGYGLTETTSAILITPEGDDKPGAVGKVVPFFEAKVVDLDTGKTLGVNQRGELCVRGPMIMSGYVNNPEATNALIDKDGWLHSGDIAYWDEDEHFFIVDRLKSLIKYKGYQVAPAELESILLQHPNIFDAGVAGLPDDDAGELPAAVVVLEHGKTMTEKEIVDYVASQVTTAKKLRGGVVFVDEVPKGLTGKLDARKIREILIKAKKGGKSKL
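Purified P. pyralis luciferase, 10 nM final, with Km-level 10 uM D-luciferin and 10 uM ATP in 50 mM Tris acetate pH 7.5, 10 mM Mg acetate, 0.01% Tween-20, 0.05% BSA; 6-point qHTS titration about 60 µM downward; luminescence read.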
RORgamma inh – ROR gamma (mouse) transcription inhibition | AID 2551 | Potency, µM (doses to about 53.6 µM), for the others: at the top dose activity change, negative = inhibition, usual class: inhibitors | Drosophila S2 Gal4-RORgamma UAS-luciferase reporter, 20 h | P51450 | 5.4% of 310,000 active; further: on the % scale 0 is the no-effect control and ±100 the full control effect; nearly all actives have a fitted effect of over 60% in size
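A Gal4/UAS one-hybrid system in insect cells: metallothionein-promoter Gal4–ROR gamma fusion plus Photinus luciferase reporter. Copper sulfate 700 uM final, 20 hr ambient incubation, luminescent detection after 10 min with reagent.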
NPC1 promoter act – activates the NPC1 promoter; AID 485313; Huh7 NPC1 promoter luciferase reporter, 24 h; 2.4% of 320,000 active; Potency, µM (doses to about 9.22 µM), for the others: at the highest dose activation, most hits filed as activators;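 further: % of control where 0% means no effect; nearly all actives have a fitted effect of over 60% in size; reporter is driven by a mutant NPC1 promoter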
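Huh7 cells stably carrying NPC1 promoter–luciferase, plated in Opti-MEM with 10% FBS for 2 h, were exposed to compound in DMSO for 24 h at 37 °C; luciferase reagent was added for 10 min and luminescence read.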
Rab9 prom act – activates the Rab9 promoter; Huh7 Rab9 promoter-luciferase reporter, luminescence, 24 h; Potency, µM (titrated, usually from 9.22 µM), for the others: at the top dose activation, negative = inhibition, most hits filed as activators; 2.8% of 320,000 active; AID 485297; further: % of control where 0% means no effect; nearly all actives have a fitted effect of over 60% in size
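Huh7 reporter line, Rab9 promoter upstream of luciferase. Compound exposure 24 h at 37 °C in reduced-serum medium with 10% FBS. Read-out: luminescence.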
uPA generation – inhibitors of cell surface uPA generation | cell surface uPA generation assay, qHTS | Potency, µM (top dose mostly 38.3 µM), for the others: at the top dose activity change, negative = inhibition, actives largely listed as inhibitors | 0.31% of 330,000 active | AID 540303; active means well fitted inhibition curve with a large enough effect; inconclusive means small, poorly fitted or top-dose-only effect; inactive means no such curve, though single readings can be large or run the other way; tested in mouse RAW 264.7 cells; further: on the % scale 0 is the no-effect control and ±100 the full control effect; nearly all actives have a fitted effect of over 55% in size
p53 reactivation – mutant p53 re-activation in reporter cells; H1299 p53-A138V BP100-luciferase reporter, luminescence, 24 h; Potency, µM (doses to about 92.2 µM), for the others: at the top dose activity change, positive = activation, actives largely listed as activators; 0.063% of 320,000 active; further: % of control where 0% means no effect; nearly all actives have a fitted effect of over 45% in size
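p53-null H1299 cells stably carrying temperature-sensitive p53-A138V and a BP100-luciferase reporter were pinned with compounds (4-point, 1:5 series) and held 24 hrs at 37 deg C. Luminescence was read 10 min after detection reagent.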
ELG1 genotoxic – induces genotoxicity in HEK293T cells with luciferase-tagged ELG1; HEK293T ELG1-luciferase reporter, luminescence, 16 h; Potency, µM (titrated, usually from 46 µM), inactives show top-dose activity change, positive = activation, most hits filed as activators; 1.3% of 330,000 active; AID 504466; further: % of control where 0% means no effect; nearly all actives have a fitted effect of over 60% in size
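ELG1-luciferase HEK293T cells, 2,000/well; compound pinned in; 16 hr, 37 °C, 5% CO2; ONE-Glo, 30 min RT; luminescence on CCD imager.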
MBNL1-CUG inh – blocks human MBNL1 binding to CUG repeat RNA. Q9NR56. TR-FRET MBNL1-His/biotin-(CUG)12 binding, 665/545 ratio. Potency, µM (highest dose often 57.5 µM), without a hit: at the top dose activity change, negative = inhibition, most hits filed as inhibitors. 0.036% of 280,000 active. AID 2675; active means well fitted inhibition curve with a large enough effect in the signal ratio, with a control signal flat, not every such curve was filed as active; inconclusive means small, poorly fitted or top-dose-only effect, or effect the other way, or a change in a side signal; inactive means no such curve, though single readings can be large or run the other way; the % refers to the signal ratio; further: on the % scale 0 is the no-effect control and ±100 the full control effect
Target sequence (Q9NR56 whole entry, looked up): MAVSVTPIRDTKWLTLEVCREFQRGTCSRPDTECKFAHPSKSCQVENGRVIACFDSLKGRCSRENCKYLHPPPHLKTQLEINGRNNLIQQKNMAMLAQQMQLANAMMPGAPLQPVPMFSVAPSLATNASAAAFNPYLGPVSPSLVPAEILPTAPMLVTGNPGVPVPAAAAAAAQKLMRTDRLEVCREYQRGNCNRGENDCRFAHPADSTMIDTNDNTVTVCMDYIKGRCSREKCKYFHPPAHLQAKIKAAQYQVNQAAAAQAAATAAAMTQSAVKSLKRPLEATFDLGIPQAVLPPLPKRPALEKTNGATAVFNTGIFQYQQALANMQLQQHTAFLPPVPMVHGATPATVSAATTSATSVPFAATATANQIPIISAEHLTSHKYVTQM
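Compound titration spanned 92 nM–58 uM against the MBNL1-His/biotin-(CUG)12 complex. After 60 min at room temperature with 5 nM streptavidin-XL665 and 0.055 ng/ul terbium anti-His, ratiometric 665/545 nm emission (Ex 340 nm) normalized to controls.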
BRCA1 expr act – increases BRCA1 expression; MCF7-BRCA1-FFLuc reporter, luminescence, 48 h; response scale: scaled: vehicle 0%, 10 µM genistein 100%; 1.1% of 380,000 active; Potency, µM (titrated, usually from 46.1 µM), for the others: at the highest dose activation, usual class: activators; further: nearly all actives have a fitted effect of over 80% in size; some results filed as inactive show a strong effect at the top dose
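Luminescence from a BRCA1-driven firefly luciferase in MCF7 cells was read after 48 h compound exposure at 37 C. Data normalized against DMSO and a 10microM genistein activation control, then curve-fitted across the titration.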
An asterisk follows results filed as active; u = inconclusive; x = not tested or not shown; & = joins results of further samples; [ ] = another dose, or the depositor's remark. Unless noted, the call rests on the fitted dose curve; in most records, active means well fitted curve in the direction sought with a large enough effect; inconclusive means small, poorly fitted or top-dose-only effect, or another doubt; inactive means no such curve, though single readings can be large; an effect the other way counts as inactive or inconclusive. Potency means the concentration at half of the fitted maximal effect.

SMILES	Gal4-VP16 FLuc	FLuc counter	RORgamma inh	NPC1 promoter act	Rab9 prom act	uPA generation	p53 reactivation	ELG1 genotoxic	MBNL1-CUG inh	BRCA1 expr act
CC1CCC(NC(=O)CN(C)S(=O)(=O)c2cccc3cccnc23)CC1 (stereo not given)	10%	4%	-33%	0%	0%	8%	-3%	-5%	-8%	1%
O=C(Cc1ccc(F)cc1)N(c1ccccc1)C1C=CS(=O)(=O)C1 (stereo not given)	0%	2%[2.3 µM]	-2%	-1%	-2%	2%	2%	0%	2%	-8%
O=C(NC(Cc1c[nH]c2ccccc12)C(=O)N/N=C/c1ccc(Cl)cc1)c1cccs1 (stereo not given)	-11%	0%	-5%	2%	-7%	-2%	-2%	-4%	-6%	-86%
CNC(=O)c1cc(NC(=O)CCn2nc(-c3ccc(C)cc3)c3ccccc3c2=O)ccc1OC	1%	-2%	-26%	-1%	-4%	5%	-1%	2%	-4%	5%
COc1ccccc1N1CCN(C(=O)c2cccc(N3C(=O)C4C5C=CC(C5)C4C3=O)c2)CC1 (stereo not given)	5%	1%	7%	1%	0%	-4%	-2%	-9%	-1%	1%
C1=C[C@H]2CC[C@@H]1N(c1ccccc1)O2	x	x	x	x	x	-3%	19%	4%	x	0%
CC(C)C[C@@H](NC(=O)C1CCC(CNC(=O)[C@@H]2CCCN2C(=O)OC(C)(C)C)CC1)C(=O)O (stereo not given in full)	-9%	3%	-17%	1%	-2%	4%	3%	1%	-2%	1%
CC1CCN(c2nc3nonc3nc2Nc2ccc(F)cc2)CC1	0%	-2%	1%	0%	u	6%	0%	-7%	13%	-68%
CC1(c2nnc(-c3ccncc3)o2)CC(c2c(Cl)cccc2Cl)=NO1 (stereo not given)	-9%	-2%	u	-1%	-23%	-17%	-5%	-9%	u	-14%
Cc1ccc(NC(=O)COC(=O)Cn2nc(-c3ccc(F)cc3)oc2=O)cc1C	x	x	x	x	x	3%	2%	-1%	x	-7%
CCN1C(=NCCOC)N[C@@H](c2cccs2)C(C(=O)OC)=C1C	-4%	1%	-9%	-1%	-1%	12%	8%	0%	2%	-1%
Cc1ccc2nc(SCC(=O)Nc3ccc(F)cc3)nc(=O)n2c1	x	5%	x	-1%	2%	0%	-7%	-1%	x	23%
CC(=O)c1sc(NC(=O)COc2ccc(C(C)C)c(C)c2)nc1C	4%	1%	22%	-4%	0%	3%	1%	11%	-1%	38%
COc1cccc(-c2nnc3n2N=C(c2cc(OC)ccc2OC)CS3)c1	-29%&-10%	-7%	u	3%	1%	5%	0%	-6%	-5%	-26%
COc1ccc(Cc2noc(CN3CCCN(C4Cc5ccccc5C4)CC3)n2)cc1OC	-8%	0%	-5%	-4%	-2%	4%	2%	-4%	-3%	0%
CCN1CCCC1Cn1cnc2c([nH]c3cccc(Cl)c32)c1=O (stereo not given)	-2%	5%	11%[10 µM]	4%	1%	-2%	-3%	2%	-7%	-30%
Cn1c(=N)n(CC(=O)C(C)(C)C)c2ccccc21	u	-14%	11µM*	24%	u	-9%	17%	u	2%	u
Cc1cccc(CN2C(=O)c3ccccc3Sc3ccc(C(=O)NCCN4CCOCC4)cc32)c1	3%	3%	23%	-3%	8%	-7%	-5%	-1%	-4%	6%
CCOc1ccc(CCNC(=O)c2cccc(S(=O)(=O)N3CCCCC3)c2)cc1OCC	x	-1%	x	-2%	-4%	2%	2%	-8%	x	-37%
CCc1nc(SCC(=O)Nc2ccccc2C(=O)OC)n[nH]1	5%	-9%[2.3 µM]	10%	1%	-8%	-8%	-2%	4%	-1%	-2%
COc1cccc(/C=C/C(=O)OCC(=O)Nc2ccc(Cl)c(S(=O)(=O)N(C)C)c2)c1OC	25%	13µM*	34%	0%	-2%	2%	-4%	2%	15%	1%
CCOC(=O)C(C)CC(C)C(=O)N1CCOCCOCCN(C(=O)C(C)CC(C)C(=O)OCC)CCOCC1 (stereo not given)	1%	0%	-17%	-11%	-4%	4%	-5%	0%	6%	16%
COc1ccc(-c2noc(CN(C(=O)c3cccs3)C(C)C)n2)cc1	0%	5%	-1%	-1%	-3%	x	-2%	-6%	6%	0%
Cc1ccccc1N=C(NOCc1ccc(Cl)cc1Cl)c1nonc1N	-7%	-2%	-9%	1%	-7%	8%	-15%	-9%	1%	-29%
COc1ccc(N2CCN(C(=O)c3ccc4c(=O)n5c(nc4c3)CCCCC5)CC2)cc1	2%	2%	1%	3%	-7%	-2%	x	0%	-1%	11%
CCN=C1SC(C(=O)Nc2ccccc2)CC(=O)N1CC (stereo not given)	-13%	0%	-10%	-5%	0%	-8%	-3%	-3%	3%	-5%
Cc1c(NS(=O)(=O)c2cccc([N+](=O)[O-])c2)c(=O)n(-c2ccccc2)n1C	-3%	-2%	2%	2%	-4%[1.84 µM]	2%	1%	0%	16%	-1%
COc1ccccc1NC(=O)CSc1nnc(C)n1CCc1ccccc1	-3%	-17%	-1%	5%	5%	-1%	11%	-5%	-2%	5%
CC1CCCCC12NC(=O)N(CC(=O)NC1CCCc3ccccc31)C2=O (stereo not given)	1%	0%	-7%	-1%	1%	-1%	-6%	-3%	u	-1%
Cc1ccc2nc(CCc3nc4ccc(C)cc4o3)oc2c1	9%	-2%	-32%	-2%	8%	-6%	-4%	15%	-5%	-12%
O=S(=O)(NCCNc1ncc(C(F)(F)F)cc1Cl)C(F)(F)F	u	u	u	4%	4%	-1%	2%	-11%	-1%	-46%
CCC(C)NS(=O)(=O)c1ccc(NS(=O)(=O)c2ccc(F)cc2)cc1 (stereo not given)	15%	1%	-33%	4%	1%	x	-2%	-4%	-1%	-40%
O=C(NC(=O)N1CCSCC1)c1c(Cl)cccc1Cl	8%	0%	-3%	1%	1%	3%	0%	0%	5%	-14%
CC(C)(Oc1ccc(Cl)cc1)C(=O)NC1=NN(c2ccccc2)C(=O)C1	-7%	3%	u	-3%	-3%	7%	6%	-1%	x	12%
Nn1c(SCc2ccccc2F)nnc1-c1ccccn1	-3%	15µM*	-17%	4µM*	1.4µM*	-2%	9%	18µM*	3%	u
CCOC(=O)C(NC(C)=O)(OCc1ccccc1)C(F)(F)F (stereo not given)	1%	1%	15%	-10%	-3%	3%	-13%	-1%	-13%[11.5 µM]	-5%

Reprinted from the part before: three entries; new compounds follow.
SMILES	Gal4-VP16 FLuc	FLuc counter	RORgamma inh	NPC1 promoter act	Rab9 prom act	uPA generation	p53 reactivation	ELG1 genotoxic	MBNL1-CUG inh	BRCA1 expr act
CC(C)(Oc1ccc(Cl)cc1)C(=O)NC1=NN(c2ccccc2)C(=O)C1	-7%	3%	u	-3%	-3%	7%	6%	-1%	x	12%
Nn1c(SCc2ccccc2F)nnc1-c1ccccn1	-3%	15µM*	-17%	4µM*	1.4µM*	-2%	9%	18µM*	3%	u
CCOC(=O)C(NC(C)=O)(OCc1ccccc1)C(F)(F)F (stereo not given)	1%	1%	15%	-10%	-3%	3%	-13%	-1%	-13%[11.5 µM]	-5%
Cc1nn(C2CCS(=O)(=O)C2)c(C)c1CN(C)C(=O)c1ccc(Cl)cc1 (stereo not given)	x	x	x	-3%	0%	-12%	-13%	0%	x	-7%
O=[N+]([O-])c1nn(-c2ccc3c(c2)OCCO3)n(O)c1=NC1CCCC1	25%	-11%	u	8%	u	-6%	u	u	u	17%
Cc1ccc(-c2nnn(CC(=O)N(c3ccc4c(c3)OCCO4)C(C(=O)NCC3CCCO3)c3ccc(F)cc3)n2)o1 (stereo not given)	-1%	1%	13%	-6%	-1%	1%	0%	-2%	x	17%
Fc1cccc(NC(=S)N2CCn3cccc3C2c2cccnc2)c1 (stereo not given)	-1%	-14%	9%	-6%	-7%	-2%	0%	2%	3%	-5%
Cc1cc(NC(=O)CSCC(=O)Nc2cc(Cl)ccc2N2CCN(C)CC2)no1	x	2%	x	-1%	-3%	-1%	-3%	-2%	x	21%
CCc1ccc(NCc2nc(-c3ccccc3)no2)cc1	5%	u	u	0%	13%	35%[activator]	u	u	-2%[11.5 µM]	63%
CC(C)(C)n1ncc2c(=O)n(Cc3ccccc3Br)cnc21	x	u	x	5%	2%	-24%	7%	-6%	x	-1%
COc1ccc(CNC(=O)c2cccnc2)cc1	6%	-2%	9%	-3%	8%	4%	14%	-5%	-1%	0%
Cc1occc1-c1nnc(SCC(=O)N2CCCCC2)o1	-6%	-7%	31%	7%	u	3%	13%	9%	-2%	-7%
CN1C(=O)c2ccc(NC(=O)c3c(C(=O)O)cccc3[N+](=O)[O-])cc2C1=O	-6%	0%	-3%	1%	-1%	-19%	1%	-1%	u	2%
Cc1cc(CNC(=O)C2(C(F)(F)F)C/C(=C\CCO)CCCO2)nn1C (stereo not given)	-11%	x	27%	x	x	2%	x	x	x	28%
CCOc1ccccc1NC(=O)Nc1ccsc1C(=O)OC	5%	u	43%	-1%	15%	-7%	-4%	0%	-2%	-18%
CCOC(=O)N/N=C/c1cc(C)n(-c2ccccc2)c1C	22%	11µM*	-2%	24%	u	-13%	u	u	x	86%
Cc1noc(C)c1CSCC(=O)N(C)CC(=O)Nc1ccc(Cl)cc1	-9%	6%	38%	-3%	-3%	-4%	-4%	-12%	4%	-2%
